# CHOP inh: blocks CHOP induction under ER stress; CHO-K1 CHOP-promoter luciferase, tunicamycin-induced, 15-18 h; inhibition, % at 10 µM; 3.8% of 220,000 active; AID 2732;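 active means compounds that reduced the stress-induced luciferase reporter signal by more than about 70% of percent inhibition, limit read from the data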;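 further: 0% = tunicamycin plus vehicle and 100% = wells without tunicamycin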
# FXIa inh 1536: blocks human coagulation factor XIa protease activity | inhibition, % at 5 µM | AID 798 | purified FXIa, Boc-Glu-Ala-Arg-AMC fluorogenic substrate | 0.14% of 220,000 active;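 active means inhibition of at least 40%; inactive means inhibition below 40%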;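 further: fluorescence of freed AMC excited at 355 nm; 0% = enzyme without compound and 100% = no enzyme blank; many of its hits are not listed in these tables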
# Target sequence (P03951 19-387 limits assumed): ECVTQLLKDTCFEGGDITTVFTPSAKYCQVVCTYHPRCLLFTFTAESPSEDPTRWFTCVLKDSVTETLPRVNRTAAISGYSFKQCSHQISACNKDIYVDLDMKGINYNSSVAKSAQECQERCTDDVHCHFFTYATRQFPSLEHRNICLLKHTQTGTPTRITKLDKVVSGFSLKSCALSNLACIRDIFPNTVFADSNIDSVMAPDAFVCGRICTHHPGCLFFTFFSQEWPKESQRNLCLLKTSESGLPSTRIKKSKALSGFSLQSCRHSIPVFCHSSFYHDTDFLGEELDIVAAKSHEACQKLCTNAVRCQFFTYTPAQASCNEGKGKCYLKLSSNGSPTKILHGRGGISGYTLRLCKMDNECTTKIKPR
# Target sequence (P03951 388-625 limits assumed): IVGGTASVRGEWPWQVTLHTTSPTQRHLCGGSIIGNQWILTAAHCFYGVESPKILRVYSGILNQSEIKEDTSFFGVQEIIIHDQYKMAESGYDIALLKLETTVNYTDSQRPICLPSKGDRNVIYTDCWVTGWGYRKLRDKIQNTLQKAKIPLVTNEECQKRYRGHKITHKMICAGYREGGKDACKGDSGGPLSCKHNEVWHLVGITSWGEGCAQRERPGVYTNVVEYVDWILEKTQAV
# FXIIa inh: inhibitors of human coagulation factor XIIa; AID 800; purified FXIIa, Boc-QGR-AMC fluorogenic substrate, 2 h; 0.3% of 220,000 active; inhibition, % at 5 µM; P00748; in the data active means inhibition above about 40%;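 further: 0% = enzyme with no compound and 100% = blank without enzyme; many of its hits are not listed in these tables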
# PGE2 EP2 inh: blocks the human prostaglandin E2 receptor EP2; P43116; C6 glioma cells expressing human EP2, cAMP TR-FRET; cells stimulated with saturating PGE2; inhibition, % at 25 µM; 0.52% of 260,000 active; AID 1422;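 active means percent inhibition above 40 after rounding to a whole number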;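 further: rat C6 glioma host cells with rolipram phosphodiesterase inhibitor present; the protocol text gives 20 µM as final concentration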
# Target sequence (P43116 whole entry, looked up): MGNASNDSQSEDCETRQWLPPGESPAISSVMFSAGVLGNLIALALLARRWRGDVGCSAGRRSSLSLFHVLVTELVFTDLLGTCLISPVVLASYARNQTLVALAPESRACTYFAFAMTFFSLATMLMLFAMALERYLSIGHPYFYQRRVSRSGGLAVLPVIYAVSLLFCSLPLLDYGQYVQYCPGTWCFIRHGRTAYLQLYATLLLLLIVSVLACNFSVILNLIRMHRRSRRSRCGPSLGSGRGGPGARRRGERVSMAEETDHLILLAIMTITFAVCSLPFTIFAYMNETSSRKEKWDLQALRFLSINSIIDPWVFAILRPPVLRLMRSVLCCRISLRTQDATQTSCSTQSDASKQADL
# Wee1 stabilizer: blocks degradation of human Wee1 kinase; P30291; HeLa Luc-Wee1K328M stability, luciferase luminescence; 100% = proteasome inhibitor MG132 effect; reporter increase, % at 5 µM; 1.2% of 220,000 active;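 active means activation above the mean of all tested compounds plus 3 SD, set per screening run, cut at about 8.8% in these data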;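 further: cells exposed to compound for 20 h before luminescence read; 0% = DMSO alone and 100% = MG132 at 30 µM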
# L929 necroptosis: L929 zVAD cell death inhibition | 0.38% of 220,000 active | viability rescue, % at 10 µM | L929 zVAD necroptosis rescue, ATP luminescence, 24 h; with zVAD 60 µM;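 active means activation, scaled between plate controls, above about 75%, limit read from the data; inactive means activation under that limit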;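 further: 0% = zVAD with DMSO and 100% = DMSO alone without zVAD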
# TNF death inh: TNF-alpha cell death inhibition in Jurkat FADD-/- cells. activation (protection from cell death), % at 10 µM. Jurkat FADD-/- TNF necroptosis rescue, ATP luminescence, 24 h; 0 = TNF only, 100 = no-TNF cells. 0.068% of 220,000 active;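 active means activation, meaning protection from cell death, of at least 50% relative to plate controls; inactive means activation below 50%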;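 further: necroptosis triggered by 40 ng/mL TNF-alpha added together with compound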
# Tb hexokinase: T. brucei hexokinase 1 inhibition; recombinant TbHK1, G6PDH-coupled NADH A340; inhibition, % at 10 µM; 0.11% of 220,000 active; AID 1430;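 active means inhibition of 50% or more in the single-dose primary screen; inactive means inhibition below 50%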
# PPC-1+TRAIL kill: PPC-1 cancer cell killing with TRAIL present | AID 1443 | cell killing (% activity), % at 4 µM | PPC-1 cells + TRAIL, ATPLite viability luminescence | 0.41% of 220,000 active;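 active means cell killing above 50% in the first pass at 4 µM, then a duplicate retest at 5 µM averaging 50% or more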;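 further: plate controls were cells with TRAIL plus DMSO for no effect and medium-only wells lacking cells for full effect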
# Numbers without * were called inactive; x = not tested or not shown; & = joins results of further samples. Not all compounds are listed; the hit share may differ from the screen's.
cpd	Compound	CHOP inh	FXIa inh 1536	FXIIa inh	PGE2 EP2 inh	Wee1 stabilizer
1	Cc1c(NC(=O)C(C)c2ccc(CC(C)C)cc2)c(=O)n(-c2ccccc2)n1C (stereo not given)	23	5	7	4	-3
2	CCOC(=O)CSc1nc2cc(C(=O)NCc3ccco3)ccc2c(=O)n1-c1ccc(F)cc1	-5	-2	9	5	x
3	Cc1ccc(N(C=NC#N)CC(=O)N2CCN(c3ccccc3)CC2)cc1	4	-1	9	9	-2
4	COc1cc(C(=O)N2CCN(C(=O)c3ccco3)CC2)cc(OC)c1OC	-11	5	12	9	0
5	CCCC1=NN(C(=O)Cc2ccc([N+](=O)[O-])cc2)C(O)(C(F)(F)F)C1 (stereo not given)	6	-7	-4	6	0
6	Cc1ccc(C(CC(=O)N2CCOCC2)c2ccco2)cc1 (stereo not given)	10	-2	5	2	6
7	Cc1cccc(CN2CCN(CC(=O)NCc3ccc(F)cc3)C2=O)c1	x	x	x	10	3
8	COc1cc(C2C(C(=O)c3ccc(C)o3)=C(O)C(=O)N2c2cc(C)on2)cc(Br)c1O (stereo not given)	9	3	-7	8	-1
9	CCCCN(CC)C(=O)Cc1ccccc1OC	26	-3	8	6	0
10	CSc1nsc(SC)c1NC(=O)Nc1ccccc1C	37	-2	8	19	4

cpd	L929 necroptosis	TNF death inh	Tb hexokinase	PPC-1+TRAIL kill
1	-0.2	-0.6	0	11
2	x	x	x	5
3	0.7	1.5	4	24
4	0.4	2.0	-10	20
5	-0.7	-0.8	-3	-12
6	0.4	-1.8	-7	3
7	-0.5	-0.8	4	x
8	0.0	-1.5	-8	7
9	0.1	0.4	1	13
10	2.2	-0.5	-7	14

# (listing goes on)
cpd	Compound	CHOP inh	FXIa inh 1536	FXIIa inh	PGE2 EP2 inh	Wee1 stabilizer
11	CCS(=O)(=O)c1ccc2oc(Nc3ccccc3Br)nc2c1	-11	3	7	14	6
12	COC(=O)Nc1ccc(S(=O)(=O)N(C)CC(F)(F)C(F)F)cc1	6	-7	1	10	1
13	CCN(c1ccccc1)c1nc2ccsc2c(=O)s1	31	9	14	11	-1
14	O=C(c1ccc(Cl)cc1)c1cnc(-c2ccccc2)s1	-5	19	28	5	-1
15	COc1ccc(OC)c(NC(=O)COC(=O)c2nc(Cl)ccc2Cl)c1	9	-2	6	3	-2
16	CCCN(CC1CC1)S(=O)(=O)c1ccc(S(N)(=O)=O)cc1	-14	4	-10	4	0
17	CCOc1ccc(S(=O)(=O)N(CC(=O)N2CCc3ccccc32)Cc2ccco2)cc1	27	-3	-4	14	0
18	Cc1ccc(C(=O)COC(=O)CCN2C(=O)C3C4CC(C(Br)C4Br)C3C2=O)cc1 (stereo not given)	-8	8	16	7	-2
19	CCCCN(C(=O)c1ccc2c(c1)OCO2)c1ccccc1	5	-1	6	2	14*
20	CCCS(=O)(=O)N1CCC(C(=O)N2CCc3ccccc3C2)CC1	11	4	14	9	1

cpd	L929 necroptosis	TNF death inh	Tb hexokinase	PPC-1+TRAIL kill
11	1.2	-5.0	-4	20
12	-0.5	-0.1	10	5
13	-0.1	1.4	8	8
14	0.5	-1.6	-7	16
15	1.4	0.2	-3	12
16	0.0	0.7	9	16
17	1.8	-0.3	1	-2
18	0.4	1.5	32	23
19	-0.3	-0.4	-11	2
20	2.2	0.2	-4	-11

# Next part:
cpd	Compound	CHOP inh	FXIa inh 1536	FXIIa inh	PGE2 EP2 inh	Wee1 stabilizer
21	COc1ccc(OCCSc2nnc(CC(=O)Nc3cccc(Cl)c3Cl)n2C)cc1	9	3	8	7	1
22	CCc1cccc(CC)c1NC(=O)C(NS(=O)(=O)c1cccs1)c1ccccc1 (stereo not given)	-5	-10	0	6	1
23	O=C(NCCc1ccc(F)cc1)N1CCOCC1	8	0	-4	8	3
24	COc1ccc2c(c1OC)C(=O)OC2Nc1ncccc1C (stereo not given)	-4	-5	9	12	2
25	C[C@@]12CCC=C[C@H]1[C@H](c1ccoc1)N(Cc1ccccc1)C2=O	-23	5	13	19	x
26	Cc1ccc(C(=O)N/C(=C\c2sccc2C)C(=O)NCc2ccncc2)cc1	13	6	11	2	1
27	COc1ccc(/C=C2/C(=N)N3C(=NC2=O)Sc2cc(S(C)(=O)=O)ccc23)cc1OC	-16	6	9	7	-1
28	Cc1noc(NS(=O)(=O)c2ccc(NC(=O)C34CC5CC(C3)CC(n3cnc(Br)n3)(C5)C4)cc2)c1C	19	0	10	0	3
29	O=S1(=O)CCN2C(=N1)SC1=C2CCN(Cc2ccccc2)C1	-3	10	7	15	-5
30	Cc1cc(C)n(C2CC(=O)N(c3ccc(C)c(Cl)c3)C2=O)n1 (stereo not given)	0	2	2	7	1

cpd	L929 necroptosis	TNF death inh	Tb hexokinase	PPC-1+TRAIL kill
21	0.9	1.3	-5	12
22	-0.2	0.7	1	-19
23	-0.6	-1.4	-5	24
24	-0.2	-1.5	2	4
25	-0.3	0.5	-8	-3
26	0.4	2.1	-28	14
27	-0.1	0.9	-24	7
28	2.4	0.8	-4	2
29	0.0	1.5	-4	9
30	0.4	0.1	-9	11

# Other structures follow.
cpd	Compound	CHOP inh	FXIa inh 1536	FXIIa inh	PGE2 EP2 inh	Wee1 stabilizer
31	CCOC(=O)C1CCN(c2nc(C)nc3c2oc2ccccc23)CC1	75*	-9	-22	-7	x
32	Cc1ccc(S(=O)(=O)N2CCN(C(C(=O)Nc3ccc(F)cc3)c3ccccc3)CC2)cc1 (stereo not given)	19	18	11	9	6
33	O=C(Cn1nnc(-c2cccs2)n1)NCCc1ccccc1	5	8	17	11	4
34	CCCN1CCN(C(=S)NCc2ccc(Cl)cc2)CC1	19	-1	8	6	0
35	COc1ccc(NC(=S)NC(=O)/C=C/c2ccco2)cc1	-36	-2	3	9&4	-1
36	O=C(NCCN=C1NS(=O)(=O)c2ccccc21)c1ccc(S(=O)(=O)N2CCOCC2)cc1	-1	2	8	6	-1
37	CSCCC(NC(N)=O)C(=O)N(C)CC(=O)Nc1cc(C)ccc1C (stereo not given)	-37	0	8	14	-2
38	Cc1ccc(Nc2nc(N)nc(CSc3nnc(C)s3)n2)cc1	-44	1	5	12	9.2*
39	COc1ccc(Cl)cc1NC(=S)NNC(=O)c1cccs1	-5	1	10	0	-1
40	CCOC(=O)C1=C(C)N(C)C(=O)NC1c1cc2c(cc1[N+](=O)[O-])OCO2 (stereo not given)	27	-6	5	3	-2

cpd	L929 necroptosis	TNF death inh	Tb hexokinase	PPC-1+TRAIL kill
31	x	x	x	x
32	1.3	-1.1	4	-16
33	1.7	1.1	5	14
34	0.5	2.1	1	11
35	-0.2	-0.2	-7	-3
36	1.3	0.0	1	6
37	0.5	2.3	2	7
38	0.1	-0.2	-5	23
39	1.0	0.3	-27	0
40	0.9	-0.8	-10	2

# (cont.)
cpd	Compound	CHOP inh	FXIa inh 1536	FXIIa inh	PGE2 EP2 inh	Wee1 stabilizer
41	COc1ccc(OC)c(N(CC(=O)NCc2ccncc2)S(C)(=O)=O)c1	20	-6	-10	10&5	-1
42	COC(=O)c1sc2nc(C)c([N+](=O)[O-])c(C)c2c1N	0	-1	10	8	-3
43	CCCCOc1ccc(C(=O)N/C(=C/C=C/c2ccccc2)C(=O)NC)cc1	37	-6	10	10	-1
44	Cc1cccc(NC(=O)Cn2nnc(-c3cccs3)n2)c1C	40	-12	14	9&5	3
45	CSCCNC(=O)Nc1c(-c2c(Cl)cccc2Cl)noc1C	12	0	2	8	-1
46	c1ccc(-n2ncc3c(NC4CCCCCC4)ncnc32)cc1	44	5	11	12	x
47	NC(=O)Cn1nnc(-c2ccc(NC(=O)c3ccc(F)cc3)cc2)n1	-14	-4	x	12	1
48	CCCCc1ccc(NC(=O)N[C@@H](CC(C)C)C(=O)O)cc1	-8	-11	-3	6	4
49	Cc1ccc(NC(=O)CS(=O)CC(=O)NCCCc2ccccc2)cc1Cl (stereo not given)	31	3	3	-5	-1
50	CC(C)(C)C(=O)Nc1nc(-c2ccc3c(c2)OCO3)cs1	29	3	-15	x	4

cpd	L929 necroptosis	TNF death inh	Tb hexokinase	PPC-1+TRAIL kill
41	0.5	0.6	-7	-1
42	1.0	0.9	-10	6
43	-0.1	-0.2	-28	30
44	0.5	0.5	2	-14
45	-0.2	1.2	-5	6
46	15	5.5	-7	20
47	3.0	-0.7	-3	2
48	-0.7	-0.9	-3	19
49	0.6	-3.5	2	1
50	3.4	0.5	2	2

# Given screen by screen: entries from further up.
43. CCCCOc1ccc(C(=O)N/C(=C/C=C/c2ccccc2)C(=O)NC)cc1
44. Cc1cccc(NC(=O)Cn2nnc(-c3cccs3)n2)c1C
entry no.	43	44
CHOP inh	37	40
FXIa inh 1536	-6	-12
FXIIa inh	10	14
PGE2 EP2 inh	10	9&5
Wee1 stabilizer	-1	3
L929 necroptosis	-0.1	0.5
TNF death inh	-0.2	0.5
Tb hexokinase	-28	2
PPC-1+TRAIL kill	30	-14

# The list continues:
cpd	Compound	CHOP inh	FXIa inh 1536	FXIIa inh	PGE2 EP2 inh	Wee1 stabilizer
51	CS(=O)(=O)c1ccccc1-c1nc(-c2cc(C(F)(F)F)cc(C(F)(F)F)c2)no1	44	-3	9	x	0
52	COc1ccccc1-c1cc2nc(C)c(CCC(=O)NCc3ccc(F)cc3)c(C)n2n1	31	2	5	16	5
53	CCOc1cc(CN2CCN(c3ccc(C(C)=O)cc3)CC2)ccc1OC	-9	6	23	7	2
54	Cc1nn(C)c(Oc2cccc(Cl)c2)c1C(=O)Nc1ccc(F)cc1F	36	-6	5	x	2
55	COc1cc(NC(=O)COc2cccc(OC)c2)cc(OC)c1	10	-9	0	7	-1
56	O=C1CCCC2=C1C(c1ccncc1)c1c(nc(SCc3ccccc3Cl)[nH]c1=O)N2 (stereo not given)	18	-1	12	16	0
57	O=C(Cn1cc(C(F)(F)F)cc(Cl)c1=O)Nc1cc(S(=O)(=O)N2CCOCC2)ccc1Cl	11	1	6	15	-4
58	Cc1cc(NC(=O)c2ccc(S(=O)(=O)N3CCc4ccccc43)cc2)no1	5	-3	-15	-1	2
59	CN(C)c1ccc(NC(=O)Nc2csc3ccccc23)cc1	-16	-7	9	4	0

cpd	L929 necroptosis	TNF death inh	Tb hexokinase	PPC-1+TRAIL kill
51	0.2	-2.1	-1	-5
52	0.0	3.3	-18	4
53	-0.3	0.0	-24	4
54	-0.1	-3.8	19	-2
55	2.0	0.4	5	9
56	-0.4	-1.0	-8	45
57	-0.3	1.1	-7	17
58	0.8	1.7	7	-6
59	15	5.1	3	7

# Among those listed so far, 8 have a thiophene ring, fused or not.
cpd	Compound	CHOP inh	FXIa inh 1536	FXIIa inh	PGE2 EP2 inh	Wee1 stabilizer
13	CCN(c1ccccc1)c1nc2ccsc2c(=O)s1	31	9	14	11	-1
22	CCc1cccc(CC)c1NC(=O)C(NS(=O)(=O)c1cccs1)c1ccccc1 (stereo not given)	-5	-10	0	6	1
26	Cc1ccc(C(=O)N/C(=C\c2sccc2C)C(=O)NCc2ccncc2)cc1	13	6	11	2	1
33	O=C(Cn1nnc(-c2cccs2)n1)NCCc1ccccc1	5	8	17	11	4
39	COc1ccc(Cl)cc1NC(=S)NNC(=O)c1cccs1	-5	1	10	0	-1
42	COC(=O)c1sc2nc(C)c([N+](=O)[O-])c(C)c2c1N	0	-1	10	8	-3
44	Cc1cccc(NC(=O)Cn2nnc(-c3cccs3)n2)c1C	40	-12	14	9&5	3
59	CN(C)c1ccc(NC(=O)Nc2csc3ccccc23)cc1	-16	-7	9	4	0

cpd	L929 necroptosis	TNF death inh	Tb hexokinase	PPC-1+TRAIL kill
13	-0.1	1.4	8	8
22	-0.2	0.7	1	-19
26	0.4	2.1	-28	14
33	1.7	1.1	5	14
39	1.0	0.3	-27	0
42	1.0	0.9	-10	6
44	0.5	0.5	2	-14
59	15	5.1	3	7

# Bioassay records (PubChem)
